Assay outcomes as filed in PubChem.
CBFb RUNX1 block: CBF-beta/RUNX1 interaction disruption. AlphaScreen CBFb-His/RUNX1-biotin binding, biochemical. Potency, µM (doses to about 59.8 µM), for the others: top-dose activity, negative = inhibition, most hits filed as inhibitors. 230,000 tested, under 10 active. AID 1477; note: % of control where 0% means no effect
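AlphaScreen binding: CBFb-His and RUNX1-biotin (30 nM each) preincubated 20 min, compound added for 15 min, then nickel and streptavidin beads for 90 min, all at room temperature. Disruption of the interaction by any mechanism counts as activity.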
Tau FP inhib: inhibitors of human tau fibril formation; P10636; K18 P301L tau heparin fibrillization, Alexa594 FP, 6 h; Potency, µM (doses to about 57.7 µM), for inactives: top-dose activity, negative = inhibition, usual class: inhibitors; hit rate 0.39% among 280,000; AID 1468; note: potency is the fitted concentration of half-maximal effect; % is set by controls: 0 for no effect and ±100 for the full control effect; nearly all actives have a fitted effect of over 55% in size
Target sequence (P10636 561-689 P618L limits assumed): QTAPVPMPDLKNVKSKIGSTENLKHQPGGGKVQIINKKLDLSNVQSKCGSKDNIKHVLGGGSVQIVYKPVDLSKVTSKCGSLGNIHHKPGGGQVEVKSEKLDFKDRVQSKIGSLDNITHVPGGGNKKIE
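Steps: dispense K18 P301L tau (15 uM plus 0.24 uM Alexa 594 tracer, final) in pH 7 sodium acetate; add compound; add heparin (20 uM final); incubate 6 hr, 37 C; add ThT (30 uM final); after 1 hr ambient, read FP.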
TRb SRC2 PPI: TRbeta-SRC2 interaction inhibition; TRbeta-SRC2 peptide binding, fluorescence polarization; receptor liganded with 1 µM T3; hit rate 0.065% among 280,000; AID 1469; P10828; Potency, µM (titrated, usually from 106 µM), without a hit: at the highest dose activity change, negative = inhibition, actives largely listed as inhibitors;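 note: potency is the fitted concentration of half-maximal effect; plate controls were bound peptide for no effect and peptide without receptor for full effect; nearly all actives have a fitted effect of over 50% in size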
Target sequence (P10828 whole entry, looked up): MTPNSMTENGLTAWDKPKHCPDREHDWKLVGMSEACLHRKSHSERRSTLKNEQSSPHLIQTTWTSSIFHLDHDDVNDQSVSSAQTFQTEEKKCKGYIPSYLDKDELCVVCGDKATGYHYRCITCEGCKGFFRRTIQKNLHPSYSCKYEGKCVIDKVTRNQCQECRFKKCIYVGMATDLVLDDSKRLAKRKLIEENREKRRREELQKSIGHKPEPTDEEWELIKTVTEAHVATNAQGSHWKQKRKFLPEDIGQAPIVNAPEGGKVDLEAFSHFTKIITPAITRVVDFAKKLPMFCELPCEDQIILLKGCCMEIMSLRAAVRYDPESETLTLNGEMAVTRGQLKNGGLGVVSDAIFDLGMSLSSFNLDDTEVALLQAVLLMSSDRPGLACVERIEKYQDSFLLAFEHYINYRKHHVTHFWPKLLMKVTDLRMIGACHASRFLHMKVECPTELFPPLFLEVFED
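Human TRb LBD (0.6 uM) plus Texas Red-labeled SRC2 peptide (20 nM), 1uM T3, 5% DMSO, 5 hr at ambient temperature. Decreased polarization (555/632 nm) flags inhibition; data normalized to free and bound peptide controls.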
GLA spleen mod: alpha-galactosidase A (human) modulation | human spleen homogenate, 4MU-alpha-Gal fluorescence, 40 min | Potency, µM (highest dose often 80 µM), inactives show at the top dose activity change, negative = inhibition, usual class: inhibitors | hit rate 0.008% among 240,000 | P06280;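 note: potency is the fitted concentration of half-maximal effect; 0% = enzyme with vehicle and -100% = no enzyme basal signal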
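Spleen homogenate 1 ug + cpd (titration) + 4-MU-alpha-D-galactopyranoside 1 mM; 37C 40 min; 50 mM citrate/phosphate pH 5.0, 0.01% Tween-20; stop pH 10; fluorescence 365/440; AC50 via Hill.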
TR SRC2 fluor cs: counter-screen for TRb-SRC2 inhibitors: fluorescence interference; TRb/SRC2 Texas Red total fluorescence interference; Potency, µM (series often up to 106 µM), inactives show top-dose fluorescence change, negative = quenching; hit rate 0.29% among 280,000; AID 1479; active = well fitted curve in either direction with a large enough effect; inconclusive = small, poorly fitted or top-dose-only effect; note: potency is the fitted concentration of half-maximal effect; % is set by controls: 0 for no effect and ±100 for the full control effect
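Human TRβ ligand-binding domain (0.6 uM) and Texas Red SRC2 peptide (20 nM) in Tris buffer with 1 uM T3 and 5% DMSO were incubated with pinned compound for 5 hr at ambient temperature. Total fluorescence was computed as S + 2P (555/632 nm).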
Epigenetic derep: epigenetic control regulation, reporter derepression | hit rate 0.2% among 280,000 | murine LDR cells, GFP reporter derepression, 30 h | Potency, µM (titrated, usually from 53.9 µM), for inactives: top-dose GFP activation, most hits filed as activators | AID 1865; note: potency is the fitted concentration of half-maximal effect; % of control where 0% means no effect; nearly all actives have a fitted effect of over 60% in size
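Readout is the number of GFP-expressing murine LDR cells, counted by cytometry following washing. Cells were treated with compound for 30 h at 37 C; the stably integrated CMV-GFP locus is normally silent.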
NPSR antagonist: antagonists of human neuropeptide S receptor cAMP signaling | Potency, µM (doses to about 38.3 µM), for the others: at the highest dose activity change, negative = inhibition, most hits filed as inhibitors | hit rate 1% among 220,000 | CHO-NPSR cells, cAMP TR-FRET, antagonist mode | Q6W5P4; note: potency is the fitted concentration of half-maximal effect; % is set by controls: 0 for no effect and ±100 for the full control effect; nearly all actives have a fitted effect of over 50% in size; many of its hits are not listed in these tables
Target sequence (Q6W5P4 whole entry, looked up): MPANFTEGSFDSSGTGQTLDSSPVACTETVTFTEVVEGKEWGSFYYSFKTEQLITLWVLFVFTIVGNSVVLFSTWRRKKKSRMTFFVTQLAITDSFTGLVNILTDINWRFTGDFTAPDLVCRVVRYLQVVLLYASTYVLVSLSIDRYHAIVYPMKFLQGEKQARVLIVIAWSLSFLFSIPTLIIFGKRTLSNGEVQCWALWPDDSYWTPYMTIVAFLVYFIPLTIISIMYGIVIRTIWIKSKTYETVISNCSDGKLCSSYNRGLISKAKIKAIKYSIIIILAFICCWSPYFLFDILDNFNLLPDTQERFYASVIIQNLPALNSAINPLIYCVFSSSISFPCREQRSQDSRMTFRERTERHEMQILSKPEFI
Tau fluor cs: counter-screen for tau fibril formation inhibitors; tau K18 P301L (four-repeat tau fragment) Alexa594 fluorescence, heparin fibrillization; Potency, µM (top dose mostly 57.7 µM), for the others: top-dose activity change, negative = decrease; hit rate 0.93% among 280,000; AID 1463; note: potency is the fitted concentration of half-maximal effect; % is set by controls: 0 for no effect and ±100 for the full control effect; nearly all actives have a fitted effect of over 55% in size
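Human K18 P301L tau (15 uM unlabeled plus 0.24 uM Alexa 594-labeled, final) in 100 mM sodium acetate pH 7 was mixed with compound and 20 uM heparin and incubated 6 hr at 37 C.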
Active calls of the source: *; ? = inconclusive; / = no result given; [ ] = remark or other dose. Unless noted, calls come from the whole dose curve; as a rule, active = well fitted curve in the direction sought with a large enough effect; inconclusive = small, poorly fitted or top-dose-only effect, or another doubt; inactive = no such curve, though single readings can be large; an effect the other way counts as inactive or inconclusive. This is a subset; count on the stated rates, not on these rows.

SMILES | CBFb RUNX1 block | Tau FP inhib | TRb SRC2 PPI | GLA spleen mod | TR SRC2 fluor cs | Epigenetic derep | NPSR antagonist | Tau fluor cs
CCOC(=O)C1CCN(C(=O)COc2cc(C)c(Br)c(C)c2)CC1 | 0% | 2% | 6% | 1% | 2% | -2.3% | -12%[46.1 µM] | -1%
CCN1CCN(C(=O)C2(NC(=O)Nc3cccc(F)c3)CCCCC2)CC1 | 10% | -6% | -12% | 1% | 0% | 1.2% | 1%[46.1 µM] | -1%
COc1cc(C(=O)NCC(c2ccc3c(c2)OCO3)N2CCOCC2)cc(OC)c1OC (stereo not given) | / | 8% | 6% | / | 0% | 0.0% | / | 1%
O=C1c2cccc3cccc(c23)C(=O)N1Cc1ccccc1 | 6% | -8% | -5% | 6% | -3% | 2.1% | ? | 2%
C=CCNC(=O)c1onc(CSc2cc(C)cc(C)c2)c1C(=O)NCC=C | ? | -6% | 9% | 2% | -1% | 1.6% | -17% | -7%
N#CCc1nc2ccc(S(=O)(=O)N3CCOCC3)cc2s1 | -12% | 1% | 16% | 12% | 4% | 4.9% | ? | ?
COc1cc(CC(=O)OCC(=O)Nc2ccc(S(=O)(=O)N3CCCC3)cc2)cc(OC)c1OC | 2% | -13% | 7% | 7% | 2% | 0.5% | 5%[7.67 µM] | -22%
COc1cc(C=O)ccc1OCCOCCOc1ccc(Cl)cc1 | 15% | 7% | -16% | -2% | 0% | 1.4% | -13%[46.1 µM] | -5%
CC1=C(CC(=O)O)c2cc(F)ccc2/C1=C\c1ccc(S(C)(=O)=O)cc1 | 16% | 3% | 2% | ? | 0% | -0.2% | ? | 0%
O=C(O)c1c(C(=O)N2N=C3/C(=C/c4ccccc4)CCCC3C2c2ccccc2)cccc1[N+](=O)[O-] (stereo not given) | -7% | 9% | -4% | 9% | 1% | -0.4% | 4% | -3%
CC(C)CNC(=O)CCCSc1nc2ccccc2[nH]1 | 0% | -3% | 1% | -2% | -6% | 1.3% | 16% | 2%
O=c1[nH]c(N2CCCCC2)nc2ncn(Cc3ccccc3)c12 | 5% | 4% | -11% | 3% | -1% | 4.8% | -15% | -5%
COc1cc(CNCCCN2CCOCC2)cc(Br)c1OCc1ccc(Cl)cc1 | 2% | -4% | 3% | -1% | 1% | -1.2% | ? | 0%
O=C(CCc1c[nH]c2ccccc12)N1CCN(c2ccc(O)cc2)CC1 | -7% | 13% | 1% | -1% | -2% | -6.8% | -2% | -19%
CCc1ccccc1Nc1nn2c(=O)c3ccc(C(=O)NCc4cccs4)cc3nc2s1 | / | -7% | 21% | / | -12% | 8.9% | / | -5%
CC1CCN(S(=O)(=O)c2ccc3c(c2)c(=O)c(C(=O)NCc2cccs2)cn3C)CC1 | 15% | 4% | -1% | 4% | -4% | 0.0% | -17% | -12%
COc1ccc(CC(=O)NC(C)C2COc3ccccc3O2)cc1OC (stereo not given) | 4% | 3% | 6% | 1% | -2% | 1.7% | -12% | 3%
O=C(CSc1ccccc1C(=O)O)NC12CC3CC(CC(C3)C1)C2 | -3% | 1% | 3% | -2% | -3% | 0.1% | -2% | -6%
O=C1c2ccccc2C(=O)C1c1nccc2ccccc12 | -3% | -8% | 0% | -3% | -4% | 9.1% | -14%[46.1 µM] | -18%
CN1CCN(c2ccc([N+](=O)[O-])cc2C(=O)c2ccc(Br)cc2)CC1 | -5% | -3% | 1% | -6% | -5% | -2.2% | -4%[46.1 µM] | -13%
CCCOC(=O)CSC1=C(C#N)C(c2ccccc2Cl)CC(=O)N1 (stereo not given) | 0% | 9% | -8% | 0% | 2% | -1.1% | -8%[46.1 µM] | -18%
CCOC(=O)Cn1c(N2CCOCC2)nc2c1c(=O)[nH]c(=O)n2C | 8% | -9% | -5% | 2% | -4% | -1.1% | -9%[46.1 µM] | -1%
Cc1[nH]ccc(=O)c1OCc1ccc(Cl)cc1 | 9% | -11% | -2% | 3% | -1% | -4.1% | 3%[46.1 µM] | -14%
COC(=O)c1ccc(C)c(NC(=O)CCc2ccc(OC)cc2)c1 | -2% | 8% | -2% | 3% | 2% | 2.0% | 3% | -1%
O=C(Nc1ccc([N+](=O)[O-])cc1)Nc1ccc2c(c1)OCCO2 | -19% | ? | 0% | -12% | -4% | -0.1% | 6% | 8.9µM*[quencher]

Next compounds.
SMILES | CBFb RUNX1 block | Tau FP inhib | TRb SRC2 PPI | GLA spleen mod | TR SRC2 fluor cs | Epigenetic derep | NPSR antagonist | Tau fluor cs
COC(=O)c1c(NC(=O)CC2SC(N)=NC2=O)sc(C)c1C (stereo not given) | -3% | 4% | 0% | -7% | -3% | 0.0% | -2% | 4%
COc1cccc2c1OC(=O)CC2c1ccc(C)cc1 (stereo not given) | -10%[89.1 µM] | 1%[81.3 µM] | 2% | -2%[119 µM] | 1% | 13%[96.6 µM] | / | -16%[81.3 µM]
COCCCNC(=O)CCc1c(C)nc2nc(-c3cc(OC)cc(OC)c3)nn2c1C | / | -3% | -2% | / | -3% | 1.1% | / | -10%
CC(C)C(CCNC(=O)CN1C(=O)c2ccccc2C1=O)c1ccco1 (stereo not given) | 4% | 0% | 0% | -7% | 0% | -0.7% | ? | -3%
Cc1ccccc1NC1(C#N)C(=O)Nc2ccccc21 (stereo not given) | 5% | -6% | 0% | -14% | -2% | -6.1% | 19%[46.1 µM] | -20%
CS(=O)(=O)NCCCNc1c(Cl)cccc1[N+](=O)[O-] | 3% | -3% | 0% | -3% | 0% | -2.0% | 3%[46.1 µM] | -7%
CC(C)OP(=O)(OC(C)C)C(Nc1cccc(C(=O)O)c1)c1ccccc1 (stereo not given) | -6% | -1% | -10% | -9% | -1% | 0.5% | 0% | -11%
S=C(NCc1cccnc1)Nc1ccc(Oc2ccc(Cl)cc2)cc1 | 5% | ? | -3% | -4% | 0% | -2.1% | 24% | 13µM*[quencher]
Cc1c(CCC(=O)NCCc2ccccc2)c(=O)oc2c(C)c(O)ccc12 | / | ? | 3% | / | 4% | ? | / | -2%
CCCCOc1ccc(/C=C/C(=O)Nc2ccc(C(N)=O)cc2)cc1 | 7% | -11% | -2% | -9% | -2% | -1.9% | 10% | -4%
CCOC(=O)N1CCC(NC(=O)c2c(C)nn(-c3ccc(C)cc3)c2-n2cccc2)CC1 | / | 10% | -5% | / | 0% | -4.2% | / | -2%
Cc1ccccc1C(=O)Nc1cccc(NC(=O)c2ccc(-c3ccc(Br)cc3)o2)c1 | 3% | ? | -3% | -15% | 1% | 3.8% | -14%[46.1 µM] | -19%
Cc1ccc(C)c(S(=O)(=O)c2cn(Cc3ccccc3)c3cc(F)c(F)cc3c2=O)c1 | / | -9% | -5% | / | 0% | -3.8% | / | -16%
CCOC(=O)C1=C(C)NC2=C(C(=O)C(C(=O)OCC)C(c3ccc(OC)cc3)C2)C1c1ccccn1 (stereo not given) | -4% | -9% | -2% | 6% | -1% | -2.0% | -27%[46.1 µM] | -18%
CCCNC(=O)Cc1c(C)oc2ccccc12 | 7% | -6% | -2% | -5% | 0% | -0.3% | 18% | -25%
CCN1CCN(C(c2cccs2)C(C)NC(=O)c2ccco2)CC1 (stereo not given) | 4% | 0% | 4% | 4% | -2% | 12% | -2%[46.1 µM] | -4%
CC1CCCCC1NC(=O)COC(=O)C12CC3CC(CC(Cl)(C3)C1)C2 (stereo not given) | 0% | -13% | -5% | -9% | -2% | -5.1% | -6% | -9%
O=S(=O)(c1ccc(Cl)s1)N1CCCCC1 | 16% | 0% | -6% | 4% | -5% | 4.2% | 2% | -8%
OC(COc1ccc2c(c1)OCO2)CN1CCCCC1 (stereo not given) | 7% | 6% | 1% | 12% | 1% | 1.3% | 13% | -4%
Cc1cc(C)nc(Nc2ncc(O)n2-c2ccccc2)n1 | 1% | 10% | -2% | 3% | -5% | -1.1% | -3%[46.1 µM] | 2%
CCn1c(SCC(=O)N2CCCc3ccccc32)nnc1-c1ccoc1C | -7% | -16% | -5% | -4% | -2% | 0.0% | 4%[46.1 µM] | -10%
COC(=O)C1=CN(C2CC2)C=C(C(=O)OC)C1c1ccc(C(F)(F)F)cc1 | 7% | -1% | -1% | 7% | 0% | 0.0% | 45% | -7%
CCOC(=O)c1c(NC(=O)c2cc(-c3cccc(OC)c3)on2)sc2c1CCCC2 | / | -20% | -1% | / | 5% | -0.9% | / | -13%
Cc1csc(NC(=O)CSc2nnc(NC(=O)C3CC(=O)N(c4ccccc4)C3)s2)n1 (stereo not given) | 10% | 1% | 5%[53 µM] | -5% | -4%[53 µM] | -1.3% | 6% | -3%
O=c1cc(N2CCN(Cc3ccccc3)CC2)[nH]c(=O)n1-c1cccc(C(F)(F)F)c1 | -3% | 1% | -5% | 2% | -2% | -1.0% | -3% | 3%

Remaining list, next part.
SMILES | CBFb RUNX1 block | Tau FP inhib | TRb SRC2 PPI | GLA spleen mod | TR SRC2 fluor cs | Epigenetic derep | NPSR antagonist | Tau fluor cs
Cc1ccc(NC(=S)N2CCC(c3ccc(C)cc3)C2)cc1 (stereo not given) | -4% | -6% | 0% | -11% | -1% | -0.2% | 3% | -21%
O=C(Cn1nnc(-c2ccc(CN3CCOCC3)cc2)n1)N1CCCc2ccccc21 | 6% | 0% | -2% | 10% | -2% | -0.2% | -7%[46.1 µM] | -3%
CCN(c1ccc(OC)cc1)c1ncnc2nc[nH]c12 | 13% | 2% | -17% | -3% | -1% | 0.6% | 12%[46.1 µM] | 9%
CN1CCN(c2ccc(-c3ccnn3C(=O)Nc3ccccc3)cc2)CC1 | -4% | 2% | 5% | 3% | 3% | -1.9%[10.1 µM] | 14% | 0%
COC(=O)c1ccccc1NC(=O)CCc1c(C)nc2cc(-c3ccc(Cl)cc3)nn2c1C | / | -5% | -4% | / | -1% | -1.1% | / | -11%
Cc1nonc1-c1csc(N)n1 | -5% | -12% | -4% | -8% | -2% | -2.9% | 7% | 2%
CCCc1cc(=O)[nH]c(N/N=C/C=C\c2ccccc2)n1 | -16% | 2% | -7% | 5% | 0% | -0.9%[10.1 µM] | -30% | -6%
